# H9c2 TAG inh – inhibitors of triacylglycerol accumulation | H9c2 cells, Nile Red lipid (TAG) fluorescence; cells loaded with 200 µM oleic acid | inhibition, % at 12.5 µM | 230,000 compounds, 0.66% hits | AID 651582;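 active means pattern-corrected inhibition of lipid staining of at least 50% with the nuclear-stain viability signal not falling by more than 50%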;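 further: 0% = DMSO wells and 100% = triacsin C control wells; some results filed as inactive read as strong as hits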
# H9c2 TAG inh DAPI viability – also measured in H9c2 TAG inh; calls as there; DAPI nuclei signal change (viability), lower = more cytotoxic, %;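 whole-well DAPI fluorescence read on a plate reader as a viability signal; minus 50 percent equals half of cells still viable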
# An asterisk follows results filed as active. These rows are one share of the data, so the mix of outcomes need not match the whole.
compound | H9c2 TAG inh | H9c2 TAG inh DAPI viability
Cc1cccn2c(=O)nc(SCC(=O)c3ccc(Cl)cc3)nc12 | -5 | -1
CCN(CC)CCOC(=O)C(c1ccccc1)C1CCCCC1 (stereo not drawn) | -1 | 7
ClCCn1cnc2c(SCc3ccccc3)ncnc21 | -22 | 3
O=C(c1ccc2c(=O)n3c(nc2c1)CCCCC3)N1CCN(c2ccccc2F)CC1 | -9 | -10
CCOc1ccccc1NC(=O)COC(=O)c1cc[n+]([O-])cc1 | -9 | -1
CC1CCc2nn(CC(=O)NCc3ccco3)cc2C1 (stereo not drawn) | -6 | -10
COc1cccc(-c2ccc3c(c2)N(Cc2cccc(F)c2)C(=O)C(C)S3)c1 (stereo not drawn) | 1 | 2
COC(=O)c1ccccc1NC(=O)CNC(=O)c1ccco1 | -8 | 11
C[C@@H]1CN([C@@H](C)CO)C(=O)c2cc(-c3cccnc3)cnc2O[C@H]1CN(C)C(=O)c1cccc(F)c1 | 1 | 4
CC(=O)Nc1ccc(S(=O)(=O)N(C)CC(=O)OCC(=O)c2ccc[nH]2)cc1 | 2 | 6
Cc1ccc([C@@H]2[C@@H]3C(=O)N(C)C(=O)[C@@H]3[C@]3(C)C(=O)N(CCO)CC(=O)N23)o1 | -2 | 9
O=C(CSc1nn(-c2ccccc2)c(=S)s1)Nc1ncccn1 | -12 | -4
O=C(O)CCCC(=O)OCc1c(-c2ccccc2)ncc2ccccc12 | 18 | -1
O=C(CCN1C(=O)C2C3C=CC(C3)C2C1=O)N1CCCCC1 (stereo not drawn) | 5 | 3
CC1CCCCC1NC(=O)COC(=O)c1ccc2c(c1)OCCO2 (stereo not drawn) | 4 | 3
COc1ccccc1OCCNC(=O)C(=O)c1c[nH]c2ccccc12 | 2 | -4
Cc1ccc(OCc2cc(C(=O)NC(C)Cc3cnccn3)no2)cc1C (stereo not drawn) | 9 | -2
CCN(CC)S(=O)(=O)c1cccc(NC(=O)c2ccc(SC)cc2OC)c1 | -4 | -13
COc1cc(N2CCCC2)ccc1C=O | 3 | 1
COc1ccc(/C=C/C(=O)O)cc1S(=O)(=O)N1CCCc2ccccc21 | -2 | 11
COc1cccc(NS(=O)(=O)c2cc3c(cc2C)N(C)CCO3)c1 | -25 | 1
COc1ccc(-c2ccc(CN3C(C)C(=O)N(Cc4cn(CCC5OCCO5)nn4)CCS3(=O)=O)cc2)cc1 (stereo not drawn) | -15 | -21
CCOC(=O)C1=C(C(=O)OCC)c2ccc(OC)c(OC)c2C1 | 10 | -6
CCOC(=O)c1c(NC(=O)C(C)OC(=O)C2=COCCO2)sc2c1CCCC2 (stereo not drawn) | 3 | -12
COc1ccc(-c2cc(C(=O)NC(Cc3cc4ccccc4[nH]3)C(=O)O)c(C)o2)cc1OC (stereo not drawn) | 3 | 10
CNC(=O)NC(=O)CSc1ccc(S(=O)(=O)N2CCOCC2)cn1 | -6 | 5
Cc1noc(C)c1NC(=O)N(C)C[C@@H]1Oc2cc(Br)ccc2S(=O)(=O)N([C@@H](C)CO)C[C@H]1C | 3 | 3
CC(C)CCNC(=O)C(c1ccco1)N(CCCO)C(=O)Cn1nnc(-c2ccc(F)cc2)n1 (stereo not drawn) | 0 | 7
COc1ccc(C2/C(=C(\O)c3ccc4c(c3)OCCO4)C(=O)C(=O)N2CCCN(C)C)c(OC)c1 (stereo not drawn) | 8 | -20
Cc1ccc(NC(=O)CN(C)C(=O)COC(=O)c2nc3nccc(C)n3n2)cc1 | -5 | -1
CCCC(=O)Nc1ccc(NC(=O)c2ccccc2Cl)nc1 | -8 | 1
Cc1cc(OC(C)C(=O)Nc2ccccc2C(=O)N2CCCC2)ccc1Cl (stereo not drawn) | 19 | -31
CCOC(=O)C(=O)NNc1ccc(Cl)cc1 | -7 | -7
COc1ccc(CC(=O)OC(C)CN2CCOCC2)cc1 (stereo not drawn) | -23 | 16
COc1ccccc1N1CC(C(=O)Nc2nnc(SC)s2)CC1=O (stereo not drawn) | -2 | 5
CC(=O)n1cc([C@@H]2C=C(C(=O)NCc3ccccc3)O[C@H](OCc3ccc(CO)cc3)C2)c2ccccc21 | 3 | 5
CC[C@H](C)[C@H](NC(=O)c1ccc(Cl)cc1)C(=O)OCC(=O)c1c(N)n(C)c(=O)n(C)c1=O | 9 | -5
COc1ccc(Cc2nnc(SCC(=O)Nc3ccccc3C)n(N)c2=O)cc1 | 47 | -11
O=C(CSCc1ccccc1)N1CCN(S(=O)(=O)c2cccc(F)c2)CC1 | 12 | -9
O=C(O)C(c1ccccc1)N1CCCCC1 (stereo not drawn) | -5 | -8
CCCn1nnnc1NCc1ccc(N(C)C)cc1 | -9 | -3
CCc1nc2ccc(C(=O)NCc3ccccc3OC)cn2c1N(CCC(C)C)CCN(C)C | 18 | 3
COc1ccccc1OCCSc1nc2ccccc2n1CCC(=O)O | 4 | 1
Nc1nnc(SCc2ccc([N+](=O)[O-])cc2)s1 | -4 | 10
NC(=O)c1ccc(Oc2ccc3ccc(=O)oc3c2)c([N+](=O)[O-])c1 | -7 | -5
COc1c(Cl)cc(Cl)cc1/C=N/n1cnnc1 | 8 | 5
COc1cc(Cl)cc(CN2CCC(CCC(=O)NC3CC3)CC2)c1OC | 3 | 4
CCOc1cccc(NC(=O)/C(C#N)=C\c2cccnc2)c1 | -2 | 5
COc1ccc(-c2noc(CCC(=O)NCc3cccnc3)n2)cc1OC | 1 | -4
O=C(CNC(=O)c1ccc(Cl)cc1Cl)Nc1ccc(F)cc1 | -5 | -1

# (continued)
compound | H9c2 TAG inh | H9c2 TAG inh DAPI viability
CCC(C)(C)C1CCC(=NNC(=O)c2ccoc2C)CC1 (stereo not drawn) | 3 | 2
CC1C(=O)Nc2ccc(S(=O)(=O)Nc3ccccc3Br)cc2NC1=O (stereo not drawn) | 0 | -8
O=C(O)C(=Cc1ccccc1[N+](=O)[O-])c1ccccc1 | -8 | 6
Cc1cccc(CSc2ncnc3c2cnn3Cc2ccccc2)c1 | 1 | -8
C=CCC[C@@H](Cc1ccc(F)cc1)C(=O)OC[C@H](C)NC(=O)[C@H](CC=C)CC(=O)N(CCO)Cc1ccccc1 | 39 | 4
CN(C)C(=O)c1ccc(NC(=O)COC(=O)/C=C/c2cccs2)cc1 | 6 | 0
O=C1C2CCCN2C(c2cccs2)N1c1ccc(Cl)cc1 (stereo not drawn) | 8 | -8
O=[N+]([O-])c1cccc2ccc(/C=C/c3ccc(C(F)(F)F)cc3)nc12 | 6 | 2
CCOC(=O)C1CCCN(C(=O)COc2ccc(C(=O)c3ccc(F)cc3)cc2)C1 (stereo not drawn) | -1 | -3
N#Cc1c(NCc2ccccc2)ccnc1Cl | 3 | -1
CCC1CCCCN1S(=O)(=O)c1ccc(S(=O)(=O)N2CCN(S(=O)(=O)CC)CC2)cc1 (stereo not drawn) | -28 | 11
CCCOc1ccccc1N/C(=N\S(=O)(=O)c1ccc(C)cc1)Nc1nc(C)cc(C)n1 | -26 | 3
CCCn1c(CN(C)Cc2ccccc2)nc2c1c(=O)n(C)c(=O)n2C | -156 | 5
CN(C(=O)COC(=O)C12CC3CC(CC(C3)C1)C2)c1c(N)n(Cc2ccccc2)c(=O)[nH]c1=O | 7 | -10
COc1ccc(Cl)cc1N1C(=O)/C(=C/c2sccc2C)N=C1SCC(=O)NC1CC1 | 4 | -1
COc1ccccc1NC(=O)N1CCN(S(C)(=O)=O)CC1 | 7 | 3
COC(=O)CC1=C(C(=O)OC)C(c2cccs2)C(C#N)=C(N)O1 (stereo not drawn) | -7 | 1
Cc1cccc(N2C(=O)NC3(CCCCC3)C2=O)c1 | -15 | 8
COc1ccccc1Cc1nc(-c2ccc(Br)o2)no1 | -7 | -6
CC(C)NC(=O)N(C)C[C@@H]1Oc2cc(C#Cc3ccccn3)ccc2S(=O)(=O)N([C@@H](C)CO)C[C@H]1C | 18 | -9

# Rewritten with each value named: four of the compounds above
CCC1CCCCN1S(=O)(=O)c1ccc(S(=O)(=O)N2CCN(S(=O)(=O)CC)CC2)cc1 (stereo not drawn)
  H9c2 TAG inh = -28; H9c2 TAG inh DAPI viability = 11
CCCOc1ccccc1N/C(=N\S(=O)(=O)c1ccc(C)cc1)Nc1nc(C)cc(C)n1
  H9c2 TAG inh = -26; H9c2 TAG inh DAPI viability = 3
CCCn1c(CN(C)Cc2ccccc2)nc2c1c(=O)n(C)c(=O)n2C
  H9c2 TAG inh = -156; H9c2 TAG inh DAPI viability = 5
CN(C(=O)COC(=O)C12CC3CC(CC(C3)C1)C2)c1c(N)n(Cc2ccccc2)c(=O)[nH]c1=O
  H9c2 TAG inh = 7; H9c2 TAG inh DAPI viability = -10

# Quoted at random: three entries already listed.
compound | H9c2 TAG inh | H9c2 TAG inh DAPI viability
CCCn1c(CN(C)Cc2ccccc2)nc2c1c(=O)n(C)c(=O)n2C | -156 | 5
COc1ccccc1Cc1nc(-c2ccc(Br)o2)no1 | -7 | -6
CCCOc1ccccc1N/C(=N\S(=O)(=O)c1ccc(C)cc1)Nc1nc(C)cc(C)n1 | -26 | 3

# Further entries:
compound | H9c2 TAG inh | H9c2 TAG inh DAPI viability
CCOC(=O)c1c(C)nc(-c2ccccc2)nc1NC(=O)C(C)C | 10 | -8
COc1ccc(C(=O)Nc2c(N)nc(SCC(=O)c3ccccc3)[nH]c2=O)cc1 | 10 | 1
O=C(CSCc1ccc(Cl)cc1)Nc1cccc(C(=O)O)c1 | 2 | -3
CC1=C(C(=O)OCc2ccccc2)C(c2cccnc2)n2nnnc2N1 (stereo not drawn) | 11 | -8
COc1ccc(S(=O)(=O)N2CCN(c3nc(-c4cccnc4)nc4ccccc34)CC2)cc1 | 12 | 2
COc1ccc(OC)c(S(=O)(=O)NCc2ccc(N3CCN(C)CC3)cc2)c1 | 6 | 1
COc1ccc(OCc2nc(N)nc(Nc3ccccc3OC)n2)cc1 | -4 | 14
CCOCC(=O)Nc1cccc(-c2nc3cccnc3s2)c1C | 6 | -4
COC(=O)CNC(=O)C(NC(=O)OCc1ccccc1)C(C)C (stereo not drawn) | -14 | 3
CC(=O)c1ccc(N=c2scc(C)n2C(C)C)cc1 | -10 | 2

# Single records, from the list above.
# CC(=O)c1ccc(N=c2scc(C)n2C(C)C)cc1 is entered as H9c2 TAG inh = -10; H9c2 TAG inh DAPI viability = 2
# COC(=O)CNC(=O)C(NC(=O)OCc1ccccc1)C(C)C (stereo not drawn) is entered as H9c2 TAG inh = -14; H9c2 TAG inh DAPI viability = 3

# Other entries:
compound | H9c2 TAG inh | H9c2 TAG inh DAPI viability
COC(=O)CSc1nnnn1-c1ccccc1 | 13 | -13
CCOC(=O)c1c(-c2ccc(C)cc2)csc1NC(=O)/C(C#N)=C/c1ccc(O)c(OC)c1 | -32 | 10
O=C(OCC(=O)N1CCN(S(=O)(=O)c2ccc(Cl)cc2)CC1)c1cccc(OC(F)F)c1 | -1 | 1
O=C(Nc1cccc(Cl)c1)Nc1ccnc(-c2cccnc2)n1 | 18 | 20
CCN(CC)CCNC(=O)C1CCC(=O)N(c2ccc(OC)cc2)C1c1ccc(F)cc1 (stereo not drawn) | 3 | -4
O=C1CCCC2=C1C(c1ccc(O)c(O)c1)Nc1ccc3ccccc3c12 (stereo not drawn) | 1 | 1
COc1cc(C(C)=O)ccc1COc1ccc(C(=O)O)cc1OC | 13 | -9
COC(=O)c1ccsc1NC(=O)C1COc2ccccc2O1 (stereo not drawn) | -5 | 5
CC1(C)Oc2ccc(C(=O)N3CCOCC3)cc2N(CC(=O)Nc2ccccc2)C1=O | -8 | 3
CCCCNC(=O)C1(C)CCN1C(=O)c1cccc(OC(F)(F)F)c1 (stereo not drawn) | 18 | 0
CCOc1ccc(S(=O)(=O)N2CCCCC2)cc1NC(=O)CN1C(=O)NC(C)(c2ccc(C)cc2)C1=O (stereo not drawn) | 24 | -4
O=C(c1ccc([N+](=O)[O-])cc1)N1CCSC1c1ccc(Br)cc1 (stereo not drawn) | -7 | 6
CN(C)c1ncnc2c1ncn2[C@H]1CN(Cc2cccnc2)C[C@@H](CO)O1 | 6 | -7
Cc1ccc2nc(SCC(=O)Nc3ccc(F)cc3F)nc(=O)n2c1 | -16 | -2
CC(C)(C)SCCNC(=O)CSCc1ccc([N+](=O)[O-])cc1 | 1 | -4
Cc1ccc(C)c(S(=O)(=O)N(C)c2ccc(OC(=O)CN3C(=O)NC4(CCCC4)C3=O)cc2)c1 | -5 | -8
Cc1ccc(NC(=O)CSc2nnc(CNC(=O)c3ccccc3F)o2)cc1 | 2 | 0
COc1ccccc1C(=O)NNC(=O)c1ccc(NC(=O)CC(C)C)cc1 | -19 | -1
O=C1NC(=O)c2cc(Oc3ccc([N+](=O)[O-])cc3)ccc21 | -2 | 0
O=C(NNc1c(Cl)cc(Cl)cc1Cl)c1n[nH]c(=O)c2ccccc12 | -6 | -6
CCCCCNc1nc2sc3c(c2c(=O)n1-c1cccc(Cl)c1)CCN(C)C3 | -6 | 20
COc1ccc(CCNC(=O)Cc2ccsc2)cc1 | -2 | 1
COc1ccccc1-c1cnc2c(Nc3cccc(OC(F)(F)C(F)F)c3)nccn12 | 7 | 2
O=C(CN1C(=O)/C(=C/c2ccccc2F)Sc2ccccc21)NCc1cccnc1 | -20 | 11
CCOc1ccccc1NC(=O)Cn1nnc(C(=O)NCc2ccco2)c1N | 66* | -21*
COc1cc(C(c2nnnn2C2CCCC2)N2CCc3ccccc3C2)ccc1O (stereo not drawn) | 7 | -6
CCc1cccc(OCC(=O)Nc2ccccc2N2CCCC2)c1 | -23 | 0
O=C(CN1C(=O)NC(c2ccccc2)(c2ccccc2)C1=O)N1CCOCC1 | 15 | 0
